High-throughput results deposited in PubChem BioAssay by several laboratories.
STAT1 inh: STAT1 signaling inhibitors, primary screen, cell-based, HTS, luciferase reporter | NIH 3T3 STAT1-luciferase reporter, IFN-gamma, luminescence | inhibition, % at 5.5 µM | 200,000 compounds, 0.35% hits;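 active = inhibition above a set limit, the mean inhibition across all tested compounds plus 3 SD, cut at about 34% in these data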;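 also: 0% = IFN-gamma with DMSO and 100% = IFN-gamma with 300 µM nifuroxazide; values of inactives mirror those of a sister screen read the other way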
FLuc stim CS: FLuc activators, initial screening, artefact control for FLuc-dependent activation tests, biochemical, ATPlite luminescence. activation factor at 10 µM. ATPlite luciferase biochemical, 10 min; 0 = ATP-free wells, 1 = DMSO control. 200,000 tested, under 10 active;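 active = luciferase activation factor, scaled between plate controls, of at least 2 with compound at 10 µM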
Target sequence (P08659 whole entry, looked up): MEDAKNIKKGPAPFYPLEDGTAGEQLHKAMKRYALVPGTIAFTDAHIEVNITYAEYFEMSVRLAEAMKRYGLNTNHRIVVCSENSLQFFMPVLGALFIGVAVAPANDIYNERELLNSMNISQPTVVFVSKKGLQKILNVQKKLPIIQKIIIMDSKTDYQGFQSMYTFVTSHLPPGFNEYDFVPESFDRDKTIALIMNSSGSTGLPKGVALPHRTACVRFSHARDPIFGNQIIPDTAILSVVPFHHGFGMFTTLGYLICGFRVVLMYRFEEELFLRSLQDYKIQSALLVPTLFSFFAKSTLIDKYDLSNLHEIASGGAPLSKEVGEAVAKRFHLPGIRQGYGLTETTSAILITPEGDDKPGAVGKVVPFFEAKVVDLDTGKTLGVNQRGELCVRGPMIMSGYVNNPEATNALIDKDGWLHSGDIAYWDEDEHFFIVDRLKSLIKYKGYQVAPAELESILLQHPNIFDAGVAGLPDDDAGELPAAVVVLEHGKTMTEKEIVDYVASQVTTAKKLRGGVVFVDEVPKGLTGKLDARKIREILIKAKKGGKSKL
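Assay system: Luciferase/luciferin detection reagent, cell-free biochemical luciferase assay / Also added: ATP substrate / Schedule: 10 min at ambient temperature / Measured by: luminescence measurement of luciferase light output / Benchmarks: low control with PBS replacing ATP, high control enzyme plus ATP without compound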
APP 5'UTR act: activators of APP 5'UTR luciferase reporter, primary screen, SH-SY5Y cells | SH-SY5Y APP 5'UTR luciferase reporter, luminescence; zero percent = DMSO vehicle wells | activation, % at 2 µM | 190,000 compounds, 1% hits | AID 1276, 2008;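 active = activation above a set limit, based on mean plus 3 SD of controls, cut at about 140% in these data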; also: values of inactives mirror those of a sister screen read the other way
STAT3 activator: IL-6 driven STAT3 reporter potentiators, primary screen, U3A cells, luciferase, luminescence, MLSCN library | AID 871, 2007 | activation (% of control), % at 5.6 µM | 190,000 compounds, 0.91% hits | IL-6 STAT3-luciferase reporter; 100% = signal with IL-6 EC80 alone;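 active = activation above the screen-wide mean of compound activation plus 3 SD, cut at about 130% in these data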;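 also: 0% = background luminescence of wells with medium and substrate only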
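Material: human U3A cells carrying STAT3-luciferase construct. Measured by: reporter luminescence signal. Timing: compound 1 h, then IL-6 6 h at 37 °C.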
STAT1 act: STAT1 signaling activators, primary screen, cell-based, HTS, luciferase reporter | NIH 3T3 STAT1-luciferase reporter, IFN-gamma, luminescence; 100% = IFN-gamma alone, no compound | activation (% of control), % at 5.5 µM | 200,000 compounds, 2.6% hits | AID 932, 2007;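 active = activation above the screen-wide mean activation plus 3 SD, cut at about 130% in these data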;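 also: raw ratio to IFN-gamma control signal so 100% means no change and 0% no light; values of inactives mirror those of a sister screen read the other way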
STAT3 blocker: IL-6 driven STAT3 reporter inhibitors, primary screen, U3A cells, luciferase, luminescence, MLSCN library; IL-6 STAT3-luciferase reporter; host cell line lacks STAT1; inhibition, % at 5.5 µM; 190,000 compounds, 0.89% hits;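 active = inhibition above the mean inhibition across all screened compounds plus 3 SD, cut at about 44% in these data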;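 also: 0% = DMSO only wells and 100% = 100 µM nifuroxazide control wells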
APP transl inh: inhibitors of APP translation via 5'UTR reporter, primary screen, APP 5'UTR luciferase, SH-SY5Y cells; SH-SY5Y APP 5'UTR-luciferase reporter, luminescence; inhibition, % at 2 µM; 190,000 compounds, 0.82% hits; AID 1285, 2008;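 active = inhibition above a set limit, derived from the sample mean plus 3 SD, cut at about 45% in these data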; also: values of inactives mirror those of a sister screen read the other way
NF-kB neuron act: activators of NF-kB expression in neurons, primary screen, cell-based, HTS; human neuronal cells, NF-kB reporter expression; active compounds read high; fold change at 12.5 µM; 190,000 compounds, 1.6% hits; in the data active = fold change above about 3.3
FLuc inhib CS: firefly luciferase enzyme inhibitors, primary screen, artefact control for luciferase-based inhibitor screens, biochemical, luminescence, ATPLite | inhibition, % at 10 µM | AID 1006, 2008 | 10 min | 200,000 compounds, 1.5% hits | Luciferin 4-monooxygenase (Photinus pyralis), P08659;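 active = inhibition above about 50% when tested at 10 µM, limit read from the data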
ROMK primary: ROMK potassium channel modulators, primary screen, cell-based, thallium flux, MLSMR library. ATP-sensitive inward rectifier potassium channel 1 (Homo sapiens), P48048. Tet-inducible ROMK, thallium flux fluorescence; actives lie on both sides. B-score at 10 µM. 130,000 compounds, 2% hits. AID 1918, 2009;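 active = signal ratio slope over the read window, or its plate-corrected B-score, at least 3 SD from the plate mean, either direction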;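 also: B-score of the F/F0 ratio slope over 7 to 12 s after thallium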
Target sequence (P48048 whole entry, looked up): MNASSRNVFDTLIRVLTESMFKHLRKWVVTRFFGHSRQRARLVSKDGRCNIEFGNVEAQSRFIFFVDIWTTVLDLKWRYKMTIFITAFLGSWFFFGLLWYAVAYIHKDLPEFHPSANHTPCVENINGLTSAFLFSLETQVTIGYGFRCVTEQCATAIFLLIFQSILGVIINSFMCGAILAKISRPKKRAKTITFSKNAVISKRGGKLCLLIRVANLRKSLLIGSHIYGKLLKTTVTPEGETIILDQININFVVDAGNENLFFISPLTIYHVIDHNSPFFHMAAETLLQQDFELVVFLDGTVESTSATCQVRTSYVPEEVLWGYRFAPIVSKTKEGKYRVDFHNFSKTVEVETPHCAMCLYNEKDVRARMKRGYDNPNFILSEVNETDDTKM
Active calls of the source: *; . = not tested or not shown.

The line under a structure holds: FLuc stim CS, STAT1 act, APP 5'UTR act, ROMK primary, STAT3 activator, STAT3 blocker, STAT1 inh, NF-kB neuron act, FLuc inhib CS, APP transl inh
COC(=O)[C@@]1(Cc2ccc(F)cc2)[C@H]2c3cc(C(=O)N(C)C)n(CCSCCO)c3C[C@H]2CN1C(=O)c1ccccc1
  1.1, 103, -12, 0.19, 99, -2, -4, 0.61, -12, 12
COCCn1c(=O)c2cc3c(=O)n(CCOC)c(=O)c3cc2c1=O
  1, 100, 2, -0.034, 98, 8, 0, 1.6, -4, -2
O=C(Nc1ccc(Cl)cc1C(=O)NCC1CCCO1)c1ccco1 (configuration not stated)
  1, 99, -19, ., 105, -2, -3, 0.82, -2, 19
CCOC(=O)C1CCN(C(=O)CCc2c(C)nc3ncnn3c2C)CC1
  1, 99, ., 0.56, 103, 3, 1, 1.1, -4, .
Cc1c(-n2c(CN3C(=O)c4ccccc4C3=O)nc3ccccc3c2=O)c(=O)n(-c2ccccc2)n1C
  ., 106, -9, ., 97, 8, -6, ., ., 9
CCOc1ccccc1NC(=O)c1c(NC(=O)CCC(=O)O)sc2c1CCCCC2
  1, 101, 15, -1.1, 97, 12, -1, 1.7, -3, -15
CCC(c1nnnn1C(C)(C)C)N1CCN(c2cc(Cl)ccc2C)CC1 (configuration not stated)
  1.1, 95, -7, ., 102, 5, 5, 0.76, -6, 7
COc1cc(C(=O)NNC(=O)c2cc(C)[nH]n2)cc(OC)c1OC
  1, 100, 10, 1.4, 99, 6, -3, 1.2, -4, -10
Cc1cc2ncc(C(=O)Nc3ccsc3C(=O)O)c(C)n2n1
  0.8, 95, 5, 0.14, 100, 12, 5, 1.5, 15, -5
Cc1ccc(CNS(=O)(=O)N(C)C)cc1
  1.1, 107, -6, -0.012, 111, -4, -7, 1, -6, 6
Cc1ccc(NCc2nnc(SCC(=O)c3ccccc3)n2Cc2ccco2)c(C)c1
  1, 108, 16, -0.9, 109, -8, -8, 0.76, -4, -16
CC(C)(C)c1cc(NCCCn2ccnc2)n2ncc(-c3ccc(Cl)cc3)c2n1
  1, 122, 21, ., 115, -14, -24, 0.76, 1, -21
COc1cc(/C=N/NC(=O)c2cnccn2)ccc1O
  1, 108, 20, ., 111, -9, -9, 1, 1, -20
COc1ccc(N2C(=O)CNC2=S)cc1
  1.1, 102, 13, 0.22, 93, 12, -2, 1, -7, -13
Cc1ccccc1NC(=O)c1cc(=O)c2ccccc2o1
  1, 104, 10, 0.39, 89, 20, -4, 1.1, 0, -10
O=C(NCC1CCN(c2ccc(S(=O)(=O)N3CCOCC3)cc2)CC1)c1ccc(Cl)cc1
  1.1, 94, -16, -0.94, 91, 16, 6, 0.52, -8, 16
COc1ccccc1Nc1nnc(SCC(=O)NC(=O)Nc2ccc3c(c2)OCCO3)s1
  1, 97, -19, -0.14, 90, 13, 4, 1.2, 3, 19
COC(=O)c1ccc(NC(=O)c2ccccc2NS(C)(=O)=O)cc1
  0.8, 97, 0, -0.27, 100, 4, 3, 0.89, 20, 0
Cn1nc(C(=O)OCC(=O)N2CCc3ccccc32)c2ccccc2c1=O
  1, 103, 24, -0.0075, 93, 14, -3, 1.2, 1, -24
CCOC(=O)c1cnc(SCC(=O)c2ccccc2)nc1N
  0.8, 144*, 112, ., 98, 8, -48, 3.7*, 16, -112
O=C(O)CSc1nnc(CNc2ccccc2Cl)n1-c1ccccc1
  1, 103, 15, ., 97, 10, -3, 1.2, -3, -15
CC1=NN(c2ccc([N+](=O)[O-])cc2)C(c2ccccc2)C1 (configuration not stated)
  1.1, 94, 2, ., 95, 8, 5, 0.89, -6, -2
Cc1c(NC(=O)CN2C(=O)NC(C)(c3ccc4c(c3)OCCO4)C2=O)c(=O)n(-c2ccccc2)n1C (configuration not stated)
  1.1, 106, -2, ., 100, -1, -7, 1.1, -5, 2
CCCCN(Cc1ccccc1)C(=O)c1cnc2n(c1=O)CCS2
  1.1, 104, 1, -0.018, 100, 3, -4, 1.2, -12, -1
CCC(=O)c1ccc(OCc2ccc(C#N)cc2)cc1
  1, 115, 12, -0.12, 99, 7, -18, 1.6, -1, -12
COc1ccc(N(CC(=O)N/N=C/c2ccc(-c3ccc([N+](=O)[O-])cc3)o2)S(=O)(=O)c2ccc(C)cc2)cc1
  1.1, 104, -18, -1.1, 101, 1, -4, 0.93, -8, 18
FC(F)Oc1ccc(NC(=S)NN2CCOCC2)cc1
  1, 93, 2, 0.2, 106, 0, 7, 1.1, -4, -2
O=C(CCC1COc2ccccc2O1)Nc1ccccn1 (configuration not stated)
  1, 94, 8, -0.062, 90, 16, 7, 1.6, -4, -8
Cn1c(C(=O)NCCCN2CCN(c3ccccc3F)CC2)cc2c(=O)n(C)c3ccccc3c21
  1, 99, 0, ., 99, 10, 1, 0.44, -4, 0
CCOC(=O)c1ccc(OCC(=O)c2ccc(O)cc2O)cc1
  0.4, 94, 3, 1.7, 100, 7, 7, 1.7, 59*, -3

Profiles from above:
`CC1=NN(c2ccc([N+](=O)[O-])cc2)C(c2ccccc2)C1` (configuration not stated) in the list: FLuc stim CS: 1.1; STAT1 act: 94; APP 5'UTR act: 2; ROMK primary: .; STAT3 activator: 95; STAT3 blocker: 8; STAT1 inh: 5; NF-kB neuron act: 0.89; FLuc inhib CS: -6; APP transl inh: -2
`Cc1cc2ncc(C(=O)Nc3ccsc3C(=O)O)c(C)n2n1` in the list: FLuc stim CS: 0.8; STAT1 act: 95; APP 5'UTR act: 5; ROMK primary: 0.14; STAT3 activator: 100; STAT3 blocker: 12; STAT1 inh: 5; NF-kB neuron act: 1.5; FLuc inhib CS: 15; APP transl inh: -5

Next structures follow:
The line under a structure holds: FLuc stim CS, STAT1 act, APP 5'UTR act, ROMK primary, STAT3 activator, STAT3 blocker, STAT1 inh, NF-kB neuron act, FLuc inhib CS, APP transl inh
COc1ccc(-c2[nH]ncc2CN2CCCOc3c(cccc3OC)C2)c(OC)c1
  1.1, 92, -6, ., 100, 5, 7, ., -6, 6
CC(C)c1ccc(-c2cc(C(=O)N3N=C(C(F)F)CC3(O)C(F)F)c3ccccc3n2)cc1 (configuration not stated)
  0.4, 113, 41, 0.37, 120, -24, -14, 1, 65*, -41
O=C(Cn1ccc([N+](=O)[O-])n1)NCc1cccnc1
  1, 101, -24, 0.89, 87, 21, -2, 1.1, -4, 24
CNC(=O)Nc1ccc2nc(C)sc2c1
  1, 99, 11, 0.23, 99, 7, 1, 1.4, 4, -11
CC(=O)Nc1cc(C(F)(F)F)ccc1N1CCOCC1
  1, 100, -1, ., 111, -9, -1, 1.1, 0, 1
CCOC(=O)N1CCN(C(=O)c2ccccc2N(Cc2ccccc2)S(=O)(=O)c2ccc(OC)cc2)CC1
  1.1, 100, -9, 2.4, 106, -1, 0, ., -8, 9
CCn1c(SCCN2CCCCC2)nnc1-c1ccc(S(=O)(=O)N2CCOCC2)cc1
  1, 99, 6, ., 103, -4, 1, 0.93, -3, -6
C/C(=N\NC(=O)CNC(=O)C(c1ccccc1)c1ccccc1)c1ccc(C(C)(C)C)cc1
  1, 107, 1, ., 100, 2, -7, 1.1, -4, -1
COc1ccc(NC(=S)N2CCN(C(=O)c3ccco3)CC2)c(OC)c1
  1, 98, -8, ., 92, 9, 3, 1.1, -3, 8
CC(C)n1cc(/C=C2/SC(=O)N(CC(=O)N3CCCC3)C2=O)c2ccccc21
  1, 90, -3, ., 98, 13, 11, 0.97, 0, 3
C=CCn1c(-c2cccc(Cl)c2)n[nH]c1=S
  1.1, 99, 15, ., 100, 10, 2, 1.1, -7, -15
O=C(CCCCCNC(=O)c1ccccc1)C[N+](=O)[O-]
  1.1, 98, -9, -0.053, 101, 0, 1, 1.1, -6, 9
OCCC1CN(Cc2nc3c(s2)CCCC3)CCN1CCc1ccccc1 (configuration not stated)
  1, 103, -16, -1.7, 107, -2, -5, ., 3, 16
CC(C)NC(=O)c1cc2cc([N+](=O)[O-])ccc2s1
  1.1, 88, 7, ., 76, 34, 13, 1.1, -9, -8
CCCOc1ccc(Cn2c(O)cc(=O)[nH]c2=O)cc1
  1.1, 104, -3, 0.017, 96, 8, -4, 0.97, -6, 3
Cc1ccc(C)c(NC(=O)c2cccc(Oc3ccc([N+](=O)[O-])cc3Cl)c2)c1
  1, 87, 5, ., 96, 0, 14, 0.82, -3, -5
Cc1ccc(S(=O)(=O)Nc2nccs2)cc1[N+](=O)[O-]
  1.1, 102, -8, 0.15, 106, -4, -4, 0.91, -8, 8
Cc1ccc(N=C2NC(=O)CS2)c(C)c1
  1, 94, -11, 0.37, 98, 2, 6, 1.1, 0, 11
Cc1cc(NC(=O)CSc2nnc3ccccn23)no1
  1.1, 104, 0, 1.5, 96, 8, -5, 1.2, -8, 0
Cc1cc2oc(=O)cc(CN3CCN(S(=O)(=O)c4cccs4)CC3)c2cc1C(C)C
  1.2, 94, 14, ., 99, 2, 7, 1.2, -17, -14
CCCCOc1ccc(NC(=S)Nc2cc(C)nc(SCCCC)n2)cc1
  1, 101, 4, -0.009, 95, 7, -2, 1.2, -5, -4
O=C1NCCCc2nonc21
  1.1, 106, -2, ., 96, 6, -6, 0.78, -6, 2
Cc1ccc(NC(=O)Cn2nc(C)c([N+](=O)[O-])c2C)cc1Cl
  1.1, 94, 14, -0.15, 100, 5, 3, 1.1, -5, -14
Cc1cc(NCc2ccccc2)nc(-c2ccccc2O)n1
  1, 109, -7, ., 124, -22, -10, 1.5, -3, 7
O=C1CN(C(=O)CSc2nc(-c3ccc(Cl)cc3)cs2)c2ccccc2N1
  1.1, 101, -3, ., 88, 18, -1, 0.86, -6, 3
C=C(c1cccc2ccccc12)P(=O)(O)O
  1.1, 103, 1, ., 97, 7, -3, 1.2, -7, -1
O=C(CSc1nnc2c(n1)[nH]c1ccccc12)OCc1ccccc1
  1.1, 106, 4, ., 93, 11, -2, ., -5, -4

Shown in markdown: entries from further up.
| structure | FLuc stim CS | STAT1 act | APP 5'UTR act | ROMK primary | STAT3 activator | STAT3 blocker | STAT1 inh | NF-kB neuron act | FLuc inhib CS | APP transl inh |
| --- | --- | --- | --- | --- | --- | --- | --- | --- | --- | --- |
| CNC(=O)Nc1ccc2nc(C)sc2c1 | 1 | 99 | 11 | 0.23 | 99 | 7 | 1 | 1.4 | 4 | -11 |
| CC(=O)Nc1cc(C(F)(F)F)ccc1N1CCOCC1 | 1 | 100 | -1 | . | 111 | -9 | -1 | 1.1 | 0 | 1 |
| CCOC(=O)N1CCN(C(=O)c2ccccc2N(Cc2ccccc2)S(=O)(=O)c2ccc(OC)cc2)CC1 | 1.1 | 100 | -9 | 2.4 | 106 | -1 | 0 | . | -8 | 9 |
